Screening results (PubChem)
OX1R antag: human HCRTR1 antagonism | 330,000 tested, 0.43% active | O43613 | CHO/OX1R cells, Fluo-8 calcium fluorescence, orexin A | inhibition, % at 5 µM | AID 434989;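 active = inhibition above its plate's threshold, mean inhibition of all tested compounds on the plate plus 3 SD, cut at about 37% in these data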;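 note: 0% = orexin A challenge wells and 100% = SB-334867-A antagonist wells; not every result past the cut was called active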
Target sequence (O43613 whole entry, looked up): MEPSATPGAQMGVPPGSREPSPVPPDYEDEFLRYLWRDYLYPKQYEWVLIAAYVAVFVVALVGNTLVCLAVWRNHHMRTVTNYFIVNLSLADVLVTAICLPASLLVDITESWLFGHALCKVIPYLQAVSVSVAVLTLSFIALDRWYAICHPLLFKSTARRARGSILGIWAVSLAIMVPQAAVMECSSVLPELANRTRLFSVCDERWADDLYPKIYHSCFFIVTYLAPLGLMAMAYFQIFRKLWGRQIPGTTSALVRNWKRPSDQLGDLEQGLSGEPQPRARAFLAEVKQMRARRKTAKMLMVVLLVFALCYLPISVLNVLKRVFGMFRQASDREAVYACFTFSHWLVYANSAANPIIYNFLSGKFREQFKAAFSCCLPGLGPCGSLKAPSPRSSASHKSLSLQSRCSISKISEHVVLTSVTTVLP
CHT PAM: allosteric activators of human choline transporter CHT | Q9GZV3 | B-score at 10 µM | AID 488977 | 310,000 tested, 0.49% active | CHT-expressing cells, membrane potential dye, choline EC20; active compounds read high; LV-AA mutant CHT in HEK293 cells;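 active = initial fluorescence not abnormally high and integrated response B-score, plate-corrected, over 3 SD above library mean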
Target sequence (Q9GZV3 whole entry, looked up): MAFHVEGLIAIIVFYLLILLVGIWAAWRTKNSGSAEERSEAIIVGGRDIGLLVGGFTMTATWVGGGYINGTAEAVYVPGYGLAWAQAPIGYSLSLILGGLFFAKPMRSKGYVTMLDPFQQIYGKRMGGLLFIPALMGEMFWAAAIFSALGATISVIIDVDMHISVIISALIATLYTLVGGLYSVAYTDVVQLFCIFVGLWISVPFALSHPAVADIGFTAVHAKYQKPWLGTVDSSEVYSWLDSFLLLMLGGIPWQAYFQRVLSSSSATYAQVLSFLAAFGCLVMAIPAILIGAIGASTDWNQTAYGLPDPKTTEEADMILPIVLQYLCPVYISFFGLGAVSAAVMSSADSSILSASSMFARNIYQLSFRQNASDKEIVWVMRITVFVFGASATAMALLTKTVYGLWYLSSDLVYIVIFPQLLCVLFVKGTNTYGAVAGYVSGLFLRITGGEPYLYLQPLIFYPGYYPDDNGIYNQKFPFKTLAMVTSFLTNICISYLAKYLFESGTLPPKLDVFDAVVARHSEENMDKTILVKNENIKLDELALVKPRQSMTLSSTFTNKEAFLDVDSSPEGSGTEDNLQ
* = called active by the depositor; i = inactive; . = not tested or not shown.

SMILES	OX1R antag	CHT PAM
CCOc1nc(Oc2cccc(C(=O)O)c2)nc(Oc2cccc(C(=O)O)c2)n1	0	i
CCC(CC)C(=O)Nc1cc(C)cc(C)c1	-23	i
S=C(NCCCc1ccccc1)NCc1ccccc1	.	i
Cc1ccc(-n2ncc3c(=O)[nH]c(SCC(=O)N4CCN(c5ccccc5)CC4)nc32)cc1	-14	i
CNS(=O)(=O)c1cn(CC(=O)N(C)Cc2ccccc2)cc1S(=O)(=O)NC	-10	i
Cn1c(CCNC(=O)c2ccco2)nc2cc([N+](=O)[O-])ccc21	-8	i
COc1ccc(-c2nnn(Cc3nc(N)nc(N4CCOCC4)n3)n2)cc1OC	-14	i
COCC(=O)NNS(=O)(=O)c1ccccc1[N+](=O)[O-]	-16	i
CC(C)c1ccc(-c2nc(N3CCOCC3)[nH]c(=O)c2C#N)cc1	-2	i
CC(=O)c1cc(C(=O)N2CCc3c([nH]c4ccccc34)C2C2CCCCC2)[nH]n1 (stereo not given)	-19	i
CSc1nnc(CCNS(=O)(=O)c2ccc(Br)cc2)n1C	3	i
CSc1ccccc1NC(=O)CCn1c(=O)sc2ccccc21	-19	i
C/C(=N\O)c1ccc2c(c1)OCCO2	-9	i
Cc1noc(C)c1C(=O)OCC(=O)C12CC3CC(CC(C3)C1)C2	-16	i
O=C(NCC1CCCO1)C(c1cccs1)N(C(=O)c1ccc(-c2ccccc2)[nH]1)C1CCCC1 (stereo not given)	-29	i
CC1(C)CC(=O)C2=C(C1)OC(N)=C(C#N)C2c1ccccc1OC(=O)N1CCOCC1 (stereo not given)	-13	i
Cc1cccc(C)c1NC(=O)CNC(=O)c1cnccn1	4	.
CCc1ccc(NC(=S)N(CCN2CCCCC2)Cc2ccco2)cc1	-32	i
COc1ccc(C(=O)N2CCCC(Nc3ccc(C)c(C)c3)C2)c(OC)n1 (stereo not given)	-23	i
CCn1cc([N+](=O)[O-])c(C(=O)N2N=C(c3ccc(O)c(OC)c3)CC2c2ccccc2O)n1 (stereo not given)	-16	i
Cc1cccc(NC(=O)N2CCN(Cc3ccccc3)CC2)c1	-11	i
COc1ccccc1NS(=O)(=O)c1ccc2c(c1)n(C)c(=O)n2C	-15	i
CCOC(=O)CCCn1ccc2cc(S(=O)(=O)N3CCCC3)ccc21	-9	i
Cc1occc1-c1nnc(SCC(=O)NCc2cccs2)n1-c1ccc(F)cc1	-41	i
O=C1N=c2ccccc2=C1c1sc(=S)n(CC2CCCO2)c1O (stereo not given)	-24	i
Cc1c(Cl)cccc1NC(=O)CN1CCC(NC(=O)C2CCCCC2)CC1	-12	i
CCc1nnc(NC(=O)CSc2ncc(-c3ccccc3)[nH]2)s1	-18	i
CCc1cc(C(=O)O)c(NC(=O)/C=C/c2ccc(OC)cc2)s1	-5	i
CC(C)C/C(O)=C/c1nc2cc(Cl)ccc2oc1=O	-18	i
CCN(CC)c1ccc2c(C)c(-c3ccc(N)cc3)c(=O)oc2c1	-21	i
CCOc1ccc(C(=O)OC2CCCN(C)C2)cc1 (stereo not given)	-4	i
Cc1nn(C)cc1S(=O)(=O)NC1CCCC1	1	i
CCOCCCNC(=O)c1c(-c2ccccc2)noc1C	-24	i
CCCCn1c(N)c(N(CCOC)C(=O)c2cc(-c3ccncc3)nc3ccccc23)c(=O)[nH]c1=O	0	i
CC(C)(C)NC(=O)NC(=O)COC(=O)c1cccc(F)c1	-10	i
CNC(=O)CSc1nnc(-c2ccc3c(c2)OCO3)n1C	-15	i
CCC(CO)Nc1ncc([N+](=O)[O-])cc1C#N (stereo not given)	1	i
CC1CCCCN1C(=O)c1cc(-c2ccc3c(c2)OCO3)on1 (stereo not given)	-8	i
CCOC(=O)c1[nH]c(C)c(C(=O)Nc2ccccc2F)c1C	-26	i
CCc1ccc(C2=NN(C(C)=O)C(c3ccco3)C2)cc1 (stereo not given)	-26	i
COc1ccccc1NS(=O)(=O)c1cc(NC(=O)Nc2ccc(Cl)cc2Cl)ccc1N1CCCCC1	-24	i
O=C(Cc1ccccc1)N1CCCC(c2nc(-c3cccs3)no2)C1 (stereo not given)	2	i
COc1cc(C=O)c(Br)cc1OC1CCCC1	-12	i
Cc1ccc(-c2ccc(/C=N/NC(=O)CN3CCCC3)o2)cc1Cl	-20	i
O=C(CNC(=O)c1ccc(S(=O)(=O)N2CCCC2)cc1)N/N=C/c1ccc(F)cc1	-18	i
CC(C)C(NC(=O)CNC(=O)OC(C)(C)C)C(=O)NCc1ccccc1 (stereo not given)	-9	i
Cn1cc(SCC(=O)NCc2ccc(F)cc2)c2ccccc21	-22	i
COCCn1nnnc1C(c1cc2ccc(OC)cc2[nH]c1=O)N1CCc2ccccc2C1 (stereo not given)	-17	i
NC(=O)CSc1nnnn1-c1cccc(Cl)c1	1	i
Nc1nc(=S)c2ncn(C3CCCC3)c2[nH]1	.	i
Cc1cc2ncc(S(=O)(=O)c3ccccc3)c(N)n2n1	-14	i
Cc1cc(C(C)(C)C)ccc1OCCn1ccnc1	-11	i
O=[N+]([O-])c1cccc(/C=N\N2CCN(c3ccc(Cl)cc3)CC2)c1	-1	i
N#CCSc1nnc(C2CCCCC2)n1-c1ccccc1	-18	i
O=C(O)CN1C(=O)/C(=C\c2cn(-c3ccccc3)nc2-c2ccccc2)SC1=S	-19	i
COc1ccc(-c2oc(/N=C/N3CCCC3)c(C#N)c2-c2ccc(OC)cc2)cc1	-25	i
O=C(Nc1ccc([N+](=O)[O-])cn1)c1ccc2c(c1)OCO2	9	i
O=C1N=C(C=c2ccc(=Cc3[nH]c(=O)[nH]c3O)cc2)C(=O)N1	-20	i
COc1ccc(N2CCOCC2)c(NC(=O)c2ccco2)c1	-4	i
N#Cc1c(N2CCOCC2)nc(N)c2c(N)nc3c(c12)CC(CCl)O3 (stereo not given)	-7	i

Going on with the list:
SMILES	OX1R antag	CHT PAM
COc1ccc(Cc2nnc(NC(=O)c3cc(OC)cc(OC)c3)s2)cc1	-27	i
Cc1ccc(-c2[nH][nH]c(=O)c(=O)c2N=Nc2ccccc2)cc1	-14	i
Fc1cccc(Cc2noc(CN3CCSCC3)n2)c1	-8	i
COc1ccc(/C=C2\SC(=NCc3ccccc3)N(Cc3ccccc3)C2=O)cc1OC	-29	i
CC(C)(C)c1cc(NC(=O)c2ccco2)no1	-12	i
COc1cccc(OCC(O)CN2C(C)CCCC2C)c1 (stereo not given)	-22	i
CC(C)CCN1NC2(CCCC(C)C2)NC1=S (stereo not given)	-2	i
CCOC(=O)c1ccc(NC(=O)N2CCN(S(C)(=O)=O)CC2)cc1	-6	i
COc1ccc(N2CC(C(=O)NCc3cccnc3)CC2=O)cc1 (stereo not given)	12	i
O=C(CSc1nc2cc(Cl)c(Cl)cc2[nH]1)c1ccc2c(c1)OCO2	-7	i
Cc1ccc([N+](=O)[O-])c(OCCCN2C(=O)NC(C)(C)C2=O)c1	-5	i
NC(=O)C1CCN(C(=O)CCn2c(=O)oc3ccccc32)CC1	4	.
CNCc1ccccc1OCC(=O)Nc1ccccc1OC	-29	i
COC(=O)c1cc(CNC(=O)c2cccc(Cl)c2)ccc1OC	-5	i
CC(=O)c1cccc(OC(=O)c2cc(S(=O)(=O)N3CCOCC3)ccc2N2CCCC2)c1	-39	.
N#CCc1c(C#N)c(N)nc(N2CCN(C=O)CC2)c1C#N	-8	i
CC(=O)Nc1cc(NC(C)=O)cc(C(=O)OCC(=O)N(c2ccccc2)C2CCS(=O)(=O)C2)c1 (stereo not given)	9	.
NC(=O)c1ccc[n+](CC(=O)c2ccc(Br)cc2)c1	-3	i
CCOC(=O)c1cc(C)[nH]c(=O)c1C#N	-17	i
CCN(CC)S(=O)(=O)c1cc(NC(=O)CSc2n[nH]c(N)n2)ccc1C	9	.
O=C(Oc1ccc(/C=N/NC(=O)c2ccccn2)cc1)c1ccc(Br)cc1	-8	i
C=CCn1c(Cc2ccc(OCC)cc2)nnc1SCC(N)=O	-6	i
COc1cc(NC(=O)Nc2ccc(C)cc2)cc([N+](=O)[O-])c1	0	i
Cc1cccc(-n2nnc(C(=O)N3CCc4ccccc4C3)c2N)c1	1	i
CCCS(=O)(=O)N1CCN(CC2CC=CCC2)CC1 (stereo not given)	-9	i
Cc1cccc(Cn2c(=O)n(CCCC(=O)NCc3ccco3)c(=O)c3ccccc32)c1	-19	i
Cc1ccc(C)c(N2CCN(CCCNC(=O)Cn3cccc3C(=O)c3ccccc3C)CC2)c1	-12	i
Cc1ccc(C(=O)N2CCN(c3ccc([N+](=O)[O-])cc3)CC2)o1	-20	i
O=C(Nc1cccc(S(=O)(=O)N2CCOCC2)c1)c1ccc(N2CCOCC2)c([N+](=O)[O-])c1	11	i
Cn1cnnc1SCC(=O)NCCc1ccccc1	-11	i
COc1nc(C#N)c(N2CCOCC2)o1	0	i
COCCCNC(=S)NNC(=O)c1csc(C)n1	-2	i
CCCCNC(=O)[C@H]1N2C(=O)c3c(ccc(OC)c3OC)C2SC1(C)C (stereo not given in full)	-21	i
Nc1ncnc2c1ncn2C1OC(CO)C(O)C1N (stereo not given)	8	i
O=C(CCC(=O)Nc1ccccc1Cl)N/N=C/c1ccccc1	6	i
Cc1ccc(CCNC(=O)c2cc(S(=O)(=O)N3CCOCC3)cn2C)cc1	-23	i
Cc1cc(-c2ccc(Cl)cc2)c(C#N)c(N)n1	-5	i
COC(=O)c1c(NC(=O)c2ccco2)sc(C(=O)N2CCCC2)c1C	-7	i
CCc1nc2oc3cc(OC)ccc3c(=O)c2c(=O)n1-c1ccccc1	-14	i
Cc1ccc(NC(=O)NNC(=O)C2CC(c3cccs3)=NO2)cc1 (stereo not given)	-5	i
CCCCn1c(N)c(N(CC(C)C)C(=O)c2ccc(S(=O)(=O)N3CCCCCC3)cc2)c(=O)[nH]c1=O	0	i
O=C(NCCc1cnc[nH]1)Nc1cccc(C(F)(F)F)c1	-12	i
CN(C(=O)Nc1ccccc1)C1CCCc2ccccc21 (stereo not given)	-21	i
O=C1CC(c2cccs2)Cc2nc(NCC3CCCO3)ncc21 (stereo not given)	-22	i
COc1c(-c2ccccc2)oc2c(ccc3occc32)c1=O	-17	.
Cc1ccc(-c2nnc(CN3CCCCC3C)o2)cc1 (stereo not given)	-21	i
Cc1cccc(NC(=O)CSc2nnc(-c3ccco3)n2CC2CCCO2)n1 (stereo not given)	-16	i
Cc1ccc(S(=O)(=O)Nc2ccc3c(c2)CCC3)cc1	11	i
O=C(O)CC(NS(=O)(=O)c1ccc(Br)cc1)c1ccco1 (stereo not given)	14	i
O=C(NC(=S)Nc1cccc(-c2ccc(CO)o2)c1)c1cccs1	-20	i
CCN(CC)CCOCCOc1cc(C)c(Cl)c(C)c1	-4	i
CCOC(=O)C1CCCN(C(=O)/C=C/c2ccc([N+](=O)[O-])cc2)C1 (stereo not given)	-4	i
Cc1nn2cc(-c3ccc(Cl)cc3)cnc2c1Br	-12	i
CCN(CC)C(=O)C(=O)Nc1cccc(Br)c1	-10	i
O=C(Nc1cccc(F)c1)Nc1c[nH]c(=O)[nH]c1=O	-4	i
Cc1cc(Br)ccc1N=C1C(=O)Nc2ccccc21	4	i
Cn1c(Sc2ccc(C(=O)O)cc2[N+](=O)[O-])nnc1-c1ccccc1	-6	i
Cn1c(Cc2cccs2)n[nH]c1=S	-2	i
COc1cccc(CN2C(=O)C(C)N(C(=O)c3ccccc3)c3ccccc32)c1 (stereo not given)	-15	i
O=[N+]([O-])c1cc([N+](=O)[O-])c(Oc2ccc(F)cc2)cc1NN1CCCCC1	-20	i

Quoted from above for reference:
SMILES	OX1R antag	CHT PAM
Cc1ccc(NC(=O)NNC(=O)C2CC(c3cccs3)=NO2)cc1 (stereo not given)	-5	i
CCCCn1c(N)c(N(CC(C)C)C(=O)c2ccc(S(=O)(=O)N3CCCCCC3)cc2)c(=O)[nH]c1=O	0	i
O=C(NCCc1cnc[nH]1)Nc1cccc(C(F)(F)F)c1	-12	i
CN(C(=O)Nc1ccccc1)C1CCCc2ccccc21 (stereo not given)	-21	i
O=C1CC(c2cccs2)Cc2nc(NCC3CCCO3)ncc21 (stereo not given)	-22	i
COc1c(-c2ccccc2)oc2c(ccc3occc32)c1=O	-17	.
Cc1ccc(-c2nnc(CN3CCCCC3C)o2)cc1 (stereo not given)	-21	i
Cc1cccc(NC(=O)CSc2nnc(-c3ccco3)n2CC2CCCO2)n1 (stereo not given)	-16	i
Cc1ccc(S(=O)(=O)Nc2ccc3c(c2)CCC3)cc1	11	i
O=C(O)CC(NS(=O)(=O)c1ccc(Br)cc1)c1ccco1 (stereo not given)	14	i
O=C(NC(=S)Nc1cccc(-c2ccc(CO)o2)c1)c1cccs1	-20	i
CCN(CC)CCOCCOc1cc(C)c(Cl)c(C)c1	-4	i
CCOC(=O)C1CCCN(C(=O)/C=C/c2ccc([N+](=O)[O-])cc2)C1 (stereo not given)	-4	i
Cc1nn2cc(-c3ccc(Cl)cc3)cnc2c1Br	-12	i
CCN(CC)C(=O)C(=O)Nc1cccc(Br)c1	-10	i
O=C(Nc1cccc(F)c1)Nc1c[nH]c(=O)[nH]c1=O	-4	i
Cc1cc(Br)ccc1N=C1C(=O)Nc2ccccc21	4	i
Cn1c(Sc2ccc(C(=O)O)cc2[N+](=O)[O-])nnc1-c1ccccc1	-6	i

Further structures.
SMILES	OX1R antag	CHT PAM
CCCCN(CC)CCCNC(=O)c1ccc(CS(=O)(=O)c2ccccc2C)o1	-27	i
Cn1cnnc1SCC(=O)N1N=C(c2ccc(Cl)cc2)CC1c1ccco1 (stereo not given)	-8	i
O=C(N/N=C\c1cn[nH]c1-c1ccccc1)c1cccnc1	10	i
COc1ccc(C2=NC(C(F)(F)F)(C(F)(F)F)c3c(n(C)c(=O)n(C)c3=O)N2)cc1	-11	i
COc1cc(C(=O)OCC(=O)NC2CC2)cc(OC)c1OC	-6	.
CC(=O)c1cccc(NC(=O)C(C)OC(=O)CCn2c(C)csc2=O)c1 (stereo not given)	-9	.
CC(=O)Nc1cccc(C(=O)OCCCOc2ccc(F)cc2)c1	5	i
O=C1CCN(Cc2ccccc2)CCN1[C@H](COc1ccccc1)c1ccccc1	-36	i
